Compound activity: PubChem, National Center for Advancing Translational Sciences (NCATS)
POLK inh: qHTS for Inhibitors of Polymerase Kappa; Potency, µM (highest dose often 107 µM), for the others: at the highest dose activity, negative = inhibition, hits mostly inhibitors; purified Pol kappa, fluorescent DNA synthesis assay, 10 min; 400,000 tested, 0.53% active; DNA polymerase kappa (Homo sapiens), Q9UBT6; also: potency is read from the fitted curve at half-maximal effect; % is scaled to controls: 0 for no effect and ±100 for the full control effect
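50 nM final substrate added after 15 min RT preincubation of 10 nM Pol kappa with compound; fluorescence read at 0 and 10 min.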
RGS4 inh: Inhibitors of Regulator of G Protein Signaling (RGS) 4: qHTS; Regulator of G-protein signaling 4 (Homo sapiens), P49798; Transcreener GDP fluorescence polarization, RGS4-accelerated GTP hydrolysis; Potency, µM (series often up to 114 µM), inactives show at the highest dose activity change, negative = inhibition, actives largely listed as inhibitors; 390,000 tested, 0.039% active; also: potency is read from the fitted curve at half-maximal effect; % is scaled to controls: 0 for no effect and ±100 for the full control effect; nearly all actives have a fitted effect of over 75% in size; some results filed as inactive show a strong effect at the top dose
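MLSMR compounds (23 nl, pin-transferred) preincubated 10 min at room temperature with a 500nM (2x) first reagent, then RGS4 at 900nM (2x) plus Transcreener GDP mix added; fluorescence polarization (620/688 nm) read before and after 90 min at 30 °C.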
LDHA block: qHTS assay for inhibitors of human lactate dehydrogenase; L-lactate dehydrogenase A chain (Homo sapiens), P00338; purified LDHA, NADH/diaphorase-resazurin fluorescence; stronger effect = lower value; activity change, % (values are at about 110 or 230 µM); 480,000 tested, 0.15% active; AID 1347041, 2019; in the data active = activity change below about -30%; inconclusive = mostly about -25% to -30%;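 also: plate controls were DMSO wells for no effect and wells without enzyme for full effect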
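LDH5 2 nM; NADH 0.06 mM, pyruvate 0.2 mM; 200 mM Tris pH 7.4, EDTA, Tween-20; 5 min RT. Detection: diaphorase 0.133 mg/mL + resazurin 37 µM, fluorescence ex540/em590 at 0 and 20 min; normalized to enzyme-free and DMSO wells.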
POLB inh: qHTS Assay for Inhibitors of DNA Polymerase Beta; AID 485314, 2010; Potency, µM (titrated, usually from 114 µM), without a hit: at the highest dose activity change, negative = inhibition, usual class: inhibitors; Pol beta primer extension/strand displacement, fluorescence kinetic; P06746; 340,000 tested, 1.3% active; also: potency is read from the fitted curve at half-maximal effect; % is scaled to controls: 0 for no effect and ±100 for the full control effect
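Enzyme-only controls used 10 nM Pol beta; buffer lacking enzyme served as negative control. Compound preincubated 15 min, then 50 nM substrate added; 0 and 10 min reads at room temperature.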
Pol eta inh: qHTS for Inhibitors of Polymerase Eta | 390,000 tested, 1.2% active | DNA polymerase eta (Homo sapiens), Q9Y253 | Potency, µM (top dose mostly 114 µM), for inactives: top-dose activity change, negative = inhibition, usual class: inhibitors | recombinant Pol eta, fluorescent DNA replication assay | AID 588591, 2011; also: potency is read from the fitted curve at half-maximal effect; % is scaled to controls: 0 for no effect and ±100 for the full control effect
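Pol eta at 10 nM preincubated with compounds 15 min at room temperature; reaction started with fluorescent substrate (50 nM final) and read kinetically at 0 and 10 min.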
ERG Ets-DNA blk: qHTS for Small Molecule Inhibitors of the ERG Ets/DNA interaction. Potency, µM (highest dose often 76.9 µM), inactives show at the top dose FP activity, negative = inhibition, actives largely listed as inhibitors. 370,000 tested, 0.028% active. fluorescence polarization, His-ERG Ets domain / labelled DNA; active = well fitted inhibition curve with a large enough effect in the polarisation, with a control signal flat; inconclusive = small, poorly fitted or top-dose-only effect, or effect the other way, or a change in a side signal; inactive = no such curve, though single readings can be large or run the other way; the % refers to the polarisation;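 also: polarization taken with two DNA probes labelled with fluorescein and Texas red; potency is read from the fitted curve at half-maximal effect; % of control where 0% means no effect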
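His-tagged ERG Ets domain (1 uM in the protein solution; 300mM KCl, 50mM Tris-HCl, 1mM EDTA, 1mM DTT, pH 7.5) received compound, then a probe mix of 5 nM fluorescein-DNA and 100nM Texas-615-DNA. Fluorescence polarization was read for both dyes.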
Apoferritin bind: qHTS Assay for Identification of Novel General Anesthetics | Ferritin light chain (Equus caballus), P02791 | apoferritin/1-aminoanthracene competitive binding, fluorescence | Potency, µM (highest dose often 77.5 µM), for the others: at the top dose activity change, negative = displacement, actives largely listed as inhibitors | 350,000 tested, 0.074% active; also: potency is read from the fitted curve at half-maximal effect; % is scaled to controls: 0 for no effect and ±100 for the full control effect; nearly all actives have a fitted effect of over 20% in size
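Apoferritin-based anesthetic binding model; compound displacement of fluorescent 1-AMA measured as endpoint fluorescence after 10 minutes at room temperature, scaled to free-ligand and complex controls.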
APE1 inh: qHTS Assay for Inhibitors of the Human Apurinic/apyrimidinic Endonuclease 1 (APE1); DNA repair nuclease/redox regulator APEX1 (Homo sapiens), P27695; recombinant APE1, TAMRA/BHQ-2 abasic DNA cleavage fluorescence; Potency, µM (highest dose often 65.8 µM), for the others: at the top dose activity change, negative = inhibition, hits mostly inhibitors; 350,000 tested, 0.35% active; AID 2517, 2012;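 also: potency is read from the fitted curve at half-maximal effect; plate controls were vehicle for no effect and reference inhibitor for full effect; nearly all actives have a fitted effect of over 55% in size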
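Incision of a quenched TAMRA/BHQ-2 THF abasic-site duplex (50 nM) by 0.75 nM APE1, after 15 min compound preincubation, measured as fluorescence increase over three 60 s reads. Values normalized to buffer, DMSO and NSC13755 control wells.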
12-LOX inh: Primary qHTS assay for inhibitors of human arachidonate 12S-lipoxygenase (ALOX12): Round 2. purified 12hLO, xylenol orange hydroperoxide absorbance. Potency, µM (series often up to 108 µM), for the others: at the highest dose activity change, negative = inhibition, most hits filed as inhibitors. 580,000 tested, 1.1% active. AID 1671190, 2021; also: potency is read from the fitted curve at half-maximal effect; % is scaled to controls: 0 for no effect and ±100 for the full control effect
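Hydroperoxide product was detected by ferrous iron/xylenol orange as the 573 to 405 nm absorbance ratio. Arachidonic acid at 40 uM (final) was turned over for 30 min at room temperature by 150 nM human 12hLO, pH 7.0 Hepes buffer, after 15 min compound preincubation.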
* hit, by the source's call; ? = inconclusive; · = not tested or not shown; & = joins results of further samples; [ ] = remark or other dose. Unless noted, calls follow the shape of the dose curve; as a rule, active = well fitted curve in the direction sought with a large enough effect; inconclusive = small, poorly fitted or top-dose-only effect, or another doubt; inactive = no such curve, though single readings can be large; an effect the other way counts as inactive or inconclusive. An excerpt; rates above refer to the full screens.

SMILES | POLK inh | RGS4 inh | LDHA block | POLB inh | Pol eta inh | ERG Ets-DNA blk | Apoferritin bind | APE1 inh | 12-LOX inh
Cc1ccc(S(=O)(=O)c2cc(O)ccc2O)cc1C | 3% | -23% | 8 | 2% | -19% | 12% | -9% | -7% | -17%
CCn1c(SCC(=O)Nc2ccc(OC)cc2)nc2nc3c(cc2c1=O)CCCC3 | -5% | -14% | 2 | 0% | -8% | -2% | -20% | 1% | 0%
O=C(NCCc1ccccc1)c1ccc(Cl)cc1[N+](=O)[O-] | 2% | -33% | 0 | -11% | -2% | 5% | -8% | 0% | 0%
Cn1ncc(Cl)c1C(=O)N/N=C/c1cc2c(cc1[N+](=O)[O-])OCO2 | -12%[60.1 µM] | 7%[11.4 µM] | 1 | -29% | 23% | 7% | -3% | 3% | -10%
COC(=O)CNC(=O)N1CCN(S(=O)(=O)c2ccc3c(ccn3C)c2)CC1 | -10%[60.1 µM] | 25% | -2 | 10% | -7% | 6% | 7% | · | -2%
O=C1CCCN1c1ccc(S(=O)(=O)Nc2ccc3c(c2)OCCO3)cc1 | -8% | -18% | -8 | 5% | 1% | · | 0% | 17% | ?
CCN(CC)c1ccc2cc(-c3nc4sc5c(c4c(=O)[nH]3)CCC(C(C)(C)C)C5)c(=O)oc2c1 (centres undefined) | -24% | 3% | -7 | ? | 1% | 8% | -8% | · | -14%
O=C(Nc1ccc(NC(=O)c2ccco2)nc1)c1cccc(F)c1 | -4% | 3% | -7 | 10% | -1% | -6% | -6% | 27% | -28%
CCOC(=O)c1ccccc1NS(=O)(=O)c1c(C)nc2sccn2c1=O | -3% | 9% | -1 | 1% | -8% | 7% | -21% | 10% | -12%
CCC1CSC(Nc2ccc(C(=O)/C=C/c3cccc(C)c3)cc2)=N1 (centres undefined) | -2%[60.1 µM] | -15%[11.4 µM] | 2 | -19% | -14% | 8% | ? | -3% | -3%
O=C(NCC1(c2ccccc2)CCOCC1)c1ccc(Br)o1 | -4% | -18% | 0 | -2% | -7% | 6% | -9% | 0% | -21%
Cc1cc(=O)oc2cc(OCc3ccccc3)ccc12 | -6% | -1% | -3&-2 | 20% | -17% | 13% | -20% | 15% | -9%&11%
Cc1cccc(-n2ncc(C(=O)N3CCN(c4ccc(Cl)cc4)CC3)c2C2CCN(C(=O)OC(C)(C)C)CC2)c1 | 0% | -36% | 3 | 2% | -16% | -3% | ? | · | -6%
CC(C)N(Cc1nccn1C)C(=O)c1cc(COc2ccc3ncccc3c2)on1 | -2% | 6% | -6 | 25% | 2% | 8% | -5% | -10% | -15%
CCOC(=O)CN(C(=O)c1snc(C(N)=O)c1N)C(C(=O)NC1CCCCC1)c1ccc(F)cc1 (centres undefined) | 79µM* | -2% | -5 | 20µM* | 35µM* | 10% | ? | 29% | -6%
CCC(C)N=Cc1c(NCc2ccco2)nc2c(C)cccn2c1=O (centres undefined) | 6% | -13% | 0 | 1% | -6% | 3% | -11% | -2% | 1%
CC(=O)Nc1ccc(S(=O)(=O)NCC(=O)OCC(=O)NC(=O)C2CCCCC2)cc1 | -6% | 8% | -9 | 3% | -12% | 3% | -4% | -5% | -5%
CCCCn1c(N)c(N(CCC(C)C)C(=O)c2oc3ccc(OCC)cc3c2C)c(=O)[nH]c1=O | -9% | -29% | 0 | · | -11% | 13% | · | -8% | ?
Cc1ccc(S(=O)(=O)NC(C(=O)O)c2ccccc2)cc1 (centres undefined) | -5% | 11% | -10 | ? | 1% | 71%[activator] | -1% | 0% | 3%
Cc1ccc(CNC(=O)CCCCCn2c(=O)c3sccc3n(CC(=O)Nc3ccc(C)c(F)c3)c2=O)cc1 | 5% | 1% | 2 | -9% | · | 1% | ? | · | -24%
Cc1ccc(S(=O)(=O)N2CCOCC2)cc1C(=O)N1CC(C)CC(C)C1 (centres undefined) | 3% | 13% | -9 | · | -3% | 15% | · | -2% | 15%
Cc1ccc(NC(=O)CC2C(=O)N(Cc3ccccc3)C(=S)N2NC(=O)c2cccc(F)c2)c(C)c1 (centres undefined) | -6% | 7% | -12 | -3% | -2% | 18% | 8% | 2% | 4%
COc1cccc(N(C(=O)c2snc(C(N)=O)c2N)C(C(=O)NCC2CCCO2)c2ccc(C)o2)c1 (centres undefined) | -11% | -14% | -1 | 4% | -23% | 2% | -13% | 20%[12.4 µM] | -2%
Cc1cc(C)c(O)c(NC(=S)NC(=O)Cc2ccccc2)c1 | -15% | -13% | -2 | 7% | -16% | 6% | -13% | 10% | 0%
CCN(CC)c1cc(C)c2cc(NC(=O)c3cccc(OC)c3)ccc2n1 | -5% | -8% | 4 | 1% | -24% | 0% | 194%[activator] | · | 0%
O=C(COC(=O)c1ccco1)NCc1ccco1 | -4% | -2% | 4 | -6% | -8% | -4% | -6% | 2% | 0%
CCCCNc1nc2c(-c3cccc(C)c3)nnn2c2ccccc12 | -14% | -2% | 3 | 3% | -13% | 1% | 2% | · | -29%
CN(C)S(=O)(=O)c1cccc(NC(=O)COC(=O)/C=C/c2cccs2)c1 | -2% | 0% | 2 | 43%[activator] | -5% | 1% | ? | 2% | ?
CCCCNC(=O)c1nn(-c2ccccc2OC)c(=O)c2ccccc12 | -24% | -24% | -7 | -20% | -19% | -5% | -12% | 2% | 15%
COc1ccc(Cl)cc1NC(=O)CN(c1cc(C)cc(C)c1)S(=O)(=O)c1c(C)n[nH]c1C | ? | 2% | -1 | -9% | ? | 13% | ? | · | -4%
O=C(NCC(=O)N1CC=C(c2ccccc2)CC1)c1ccccc1Br | -12% | -10% | -1 | -1% | -11% | 12% | -24% | 1% | -21%
O=C(NCC1CCCO1)c1ccc(Br)c(S(=O)(=O)N2CCOCC2)c1 (centres undefined) | 5% | -9% | 2 | · | -4% | -6% | · | 22% | 329%[activator]
Cc1ccc(-c2nnc(SCC(=O)N3c4ccccc4NC(=O)C3(C)C)n2N)cc1 | -9% | -1% | 0 | 17% | -18% | -2% | -11% | 13% | ?
O=C(Nc1ccc(Cc2ccncc2)cc1)c1ccc([N+](=O)[O-])o1 | -12% | 4% | 0 | -6% | 4% | 0% | -15% | 2% | 21%
CC(C)(C)OC(=O)N1CCC(c2c(C(=O)N3CCN(c4ncccn4)CC3)cnn2-c2ccccc2)CC1 | 5% | 15% | 5 | 13% | -7% | 0% | 15% | · | -6%
CC(C)C1C(C#N)=C(N)SC(N)=C1C#N | -7% | -39% | 0 | 0% | -2% | -1% | -9% | 3% | -23%
COc1ccc(C(=O)Nc2cc(C(=O)O)cc(C(=O)O)c2)cc1Cl | 5% | -5%[56.9 µM] | -1 | 18% | -13% | 9% | 0% | 4% | 3%
CCOC(=O)c1cc(C(=O)Nc2cccc(C)c2)nn1C | -6% | 7% | -3 | 21% | -7% | -4% | -7% | -1% | 12%
Cc1nn(C(C)(C)C)c(OC(=O)c2cccc(F)c2)c1Sc1ccccc1 | -7% | -12% | 4 | -21% | -21% | 1% | -12% | · | -18%
CCOC(=O)Cn1c(=NC(=O)c2nc3ccccc3s2)sc2cc(S(N)(=O)=O)ccc21 | -18% | 10% | -5 | 38% | 18% | -2% | 1% | 4% | 0%
O=C(Oc1ccc(N2C(=O)CCC2=O)cc1)c1ccco1 | 1% | 42% | -7 | 0% | 5% | -15% | 0% | 4% | -9%
CCn1c(SCC(=O)N2CCc3ccccc32)nnc1-c1ccco1 | -7% | 14% | -2 | 0% | -6% | -6% | -20% | -5% | 0%
CCN(CC)c1ccc(/C=N/N2CCOCC2)cc1 | -25% | 15% | 3 | 3% | 7% | -1% | -6% | 0% | ?
CCCCn1c(SCC(=O)Nc2cc(C)on2)nnc1-c1cccs1 | 7% | 8% | -3 | 2% | -19% | -2% | -9% | 18% | -2%
CCN(c1ccc(NC(=O)COC(=O)c2ccc3ccccc3n2)cc1)C(C)C | 0% | -20% | 3 | 20% | -9% | -6% | ? | -4% | 5µM*
COC(=O)c1c(-c2ccc(C)cc2)csc1NC(=S)NC(=O)c1ccc(F)cc1 | 2% | 0% | -2 | 0% | -15% | -15% | -1% | 6% | ?

An excerpt from above, showing only APE1 inh, LDHA block and POLK inh:
smiles	APE1 inh	LDHA block	POLK inh
CCN(CC)c1ccc(/C=N/N2CCOCC2)cc1	0%	3	-25%
CCCCn1c(SCC(=O)Nc2cc(C)on2)nnc1-c1cccs1	18%	-3	7%
CCN(c1ccc(NC(=O)COC(=O)c2ccc3ccccc3n2)cc1)C(C)C	-4%	3	0%
